Assay outcomes: PubChem BioAssay, National Center for Advancing Translational Sciences (NCATS)
Apoferritin bind = candidate novel general anesthetic via apoferritin binding; P02791; apoferritin/1-aminoanthracene competitive binding, fluorescence; Potency, µM (doses to about 77.5 µM), for inactives: at the highest dose activity change, negative = displacement, actives largely listed as inhibitors; 350,000 compounds, 0.074% hits; AID 485281; note: % is set by controls: 0 for no effect and ±100 for the full control effect; nearly all actives have a fitted effect of over 20% in size
Target sequence (P02791 2-175 limits assumed): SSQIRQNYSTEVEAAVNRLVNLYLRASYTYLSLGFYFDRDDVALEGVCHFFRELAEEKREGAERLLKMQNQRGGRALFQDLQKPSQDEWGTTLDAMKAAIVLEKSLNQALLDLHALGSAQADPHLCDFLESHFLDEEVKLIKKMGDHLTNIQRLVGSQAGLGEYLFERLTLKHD
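Horse-spleen apoferritin (10 uM) in 50% saturated 1-aminoanthracene in PBS was incubated 10 min at room temperature with compound. Fluorescence (ex 380, em 535 nm) was normalized to free and bound 1-AMA, with concentration-response fitted by a four-parameter Hill equation.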
Pol iota inh = inhibitors of human DNA polymerase iota; Q9UNA4; Pol iota fluorescent replication assay, 10 min; Potency, µM (doses to about 115 µM), inactives show at the top dose activity, negative = inhibition, hits mostly inhibitors; 390,000 compounds, 1% hits
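Fluorescent replication assay read twice, at 0 min and 10 min after adding 50 nM (final) substrate. Enzyme (10 nM) and compounds were first incubated 15 min at room temperature; enzyme-free buffer wells were negative controls.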
G9a block = G9a (human) methyltransferase inhibition. G9a H3K9 monomethylation, AlphaScreen, 2 h. Potency, µM (titrated, usually from 102 µM), inactives show top-dose activity, negative = inhibition, usual class: inhibitors. 350,000 compounds, 8.8% hits. AID 504332; note: % is set by controls: 0 for no effect and ±100 for the full control effect; nearly all actives have a fitted effect of over 75% in size
Target sequence (Q96KQ7 913-1193 limits assumed): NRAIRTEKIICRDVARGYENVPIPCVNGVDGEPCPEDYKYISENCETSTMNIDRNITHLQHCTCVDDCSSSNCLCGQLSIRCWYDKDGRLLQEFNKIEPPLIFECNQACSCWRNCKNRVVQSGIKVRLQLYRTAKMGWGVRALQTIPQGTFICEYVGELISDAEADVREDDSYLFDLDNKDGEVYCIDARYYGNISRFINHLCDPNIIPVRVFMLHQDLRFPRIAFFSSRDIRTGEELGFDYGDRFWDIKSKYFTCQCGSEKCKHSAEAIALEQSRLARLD
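Using a bead-based AlphaScreen, monomethylated H3K9 product from 2 h room-temperature reactions (G9a 20 nM, peptide 500 nM, SAM 20 uM) was detected with 0.5 ug/mL rabbit anti-H3K9me1 antibody.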
POLH inh = blocks human DNA polymerase eta activity; Q9Y253; recombinant Pol eta, fluorescent DNA replication assay; Potency, µM (doses to about 114 µM), without a hit: at the highest dose activity change, negative = inhibition, actives largely listed as inhibitors; 390,000 compounds, 1.2% hits; AID 588591; note: % is set by controls: 0 for no effect and ±100 for the full control effect
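Pol eta at 10 nM preincubated with compounds 15 min at room temperature; reaction started with fluorescent substrate (50 nM final) and read kinetically at 0 and 10 min.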
Pol kappa inh = blocks human DNA polymerase kappa activity. Q9UBT6. purified Pol kappa, fluorescent DNA synthesis assay, 10 min. Potency, µM (highest dose often 107 µM), without a hit: top-dose activity, negative = inhibition, actives largely listed as inhibitors. 400,000 compounds, 0.53% hits. AID 588579; note: % is set by controls: 0 for no effect and ±100 for the full control effect
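Enzyme at 10 nM met test compounds for 15 min at room temperature. Substrate addition (50 nM final) began the reaction, which was monitored by fluorescence at 0 and 10 min.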
BAZ2B inh = blocks human BAZ2B. Q9UIF8. AlphaScreen BAZ2B-H3K14Ac peptide displacement. Potency, µM (highest dose often 114 µM), for inactives: at the highest dose activity change, negative = inhibition, hits mostly inhibitors. 360,000 compounds, 4.4% hits; note: % is set by controls: 0 for no effect and ±100 for the full control effect; nearly all actives have a fitted effect of over 60% in size
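Inhibition is scored as reduced AlphaScreen emission. The BAZ2B/b-H3(5-23)K14Ac complex (50 nM each) in PBS pH 7.4, 0.01% Tween-20 meets compound (up to 110 uM) for 30 min at RT before bead addition.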
Pol beta inh = DNA polymerase beta (human) inhibition; AID 485314; Potency, µM (doses to about 114 µM), inactives show at the top dose activity change, negative = inhibition, actives largely listed as inhibitors; Pol beta primer extension/strand displacement, fluorescence kinetic; P06746; 340,000 compounds, 1.3% hits; note: % is set by controls: 0 for no effect and ±100 for the full control effect
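Values derive from four-parameter Hill fits of normalized kinetic data: reads at 0 and 10 min following addition of 50 nM substrate to 10 nM Pol beta preincubated 15 min with compound.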
BLM helicase inh = blocks DNA unwinding by human BLM helicase; P54132; recombinant BLM DNA unwinding, fluorescence dequenching; Potency, µM (titrated, usually from 56.1 µM), for the others: top-dose activity change, negative = inhibition, hits mostly inhibitors; 350,000 compounds, 0.2% hits; AID 2528;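 note: plate controls were vehicle for no effect and no enzyme for full effect; nearly all actives have a fitted effect of over 35% in size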
APEX1 inh = blocks human APE1 abasic DNA cleavage | AID 2517 | 350,000 compounds, 0.35% hits | Potency, µM (top dose mostly 65.8 µM), inactives show at the highest dose activity change, negative = inhibition, usual class: inhibitors | recombinant APE1, TAMRA/BHQ-2 abasic DNA cleavage fluorescence;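 note: plate controls were vehicle for no effect and reference inhibitor for full effect; nearly all actives have a fitted effect of over 55% in size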
Target sequence (P27695 whole entry, looked up): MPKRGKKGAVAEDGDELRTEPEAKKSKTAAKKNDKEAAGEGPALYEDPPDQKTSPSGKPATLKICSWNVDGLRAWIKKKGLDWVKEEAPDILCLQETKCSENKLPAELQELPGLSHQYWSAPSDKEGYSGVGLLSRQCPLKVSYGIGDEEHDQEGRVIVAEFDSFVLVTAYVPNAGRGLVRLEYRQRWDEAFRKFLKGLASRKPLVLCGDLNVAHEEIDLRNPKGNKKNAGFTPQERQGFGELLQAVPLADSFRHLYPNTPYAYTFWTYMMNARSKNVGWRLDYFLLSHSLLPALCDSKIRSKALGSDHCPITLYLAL
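Incision of a quenched TAMRA/BHQ-2 THF abasic-site duplex (50 nM) by 0.75 nM APE1, after 15 min compound preincubation, measured as fluorescence increase over three 60 s reads. Values normalized to buffer, DMSO and NSC13755 control wells.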
* hit, by the source's call; u = inconclusive; x = no result given; [ ] = dose if it differs, or a comment. Calls come from the whole dose curve; as a rule, active = well fitted curve in the direction sought with a large enough effect; inconclusive = small, poorly fitted or top-dose-only effect, or another doubt; inactive = no such curve, though single readings can be large; an effect the other way counts as inactive or inconclusive. Potency is the fitted concentration of half-maximal effect.

SMILES | Apoferritin bind | Pol iota inh | G9a block | POLH inh | Pol kappa inh | BAZ2B inh | Pol beta inh | BLM helicase inh | APEX1 inh
CCOc1ccc(C(C(=O)NCC2CCCO2)N(CCc2cccc(C)c2)C(=O)c2snc(C(N)=O)c2N)cc1 (configuration not stated) | -5.1% | 92.2%[activator] | 20.4% | u | -5.5% | -16.0% | 8.0% | -9.7% | -12.6%
CCC/C=N/NC(=O)c1ccccc1O | -10.5% | 31.8%[activator] | 1.2% | -10.2% | -9.0% | -5.0% | 17.7% | -7.2% | 1.4%
CCCSc1nnc(-c2cnn(-c3ccccc3)c2-n2cccc2)n1C | u | 0.4% | 12.6µM* | -12.2% | 0.2% | -32.5% | u | -7.4% | -1.7%
Cc1cnc2c(c1SCC(=O)NCc1ccccc1Cl)c(=O)n(C)c(=O)n2C | 0.5% | 22.2% | 2.3%[59 µM] | -14.9% | -14.0%[60.1 µM] | -3.8% | -16.6% | 1.6% | x
NS(=O)(=O)c1ccc(N2N=C(c3ccccc3)CC2c2cccc(F)c2)cc1 (configuration not stated) | 891.7%[activator] | -6.5% | 67.0%[activator][59 µM] | -23.9% | -5.7% | 41.0%[activator] | 39.7% | -16.5% | 22.3%
O=C(COC(=O)/C=C/c1ccc(S(=O)(=O)N2CCc3ccccc32)cc1)NC1CCS(=O)(=O)C1 (configuration not stated) | u | 73.1%[activator] | -23.8% | -16.8% | -6.0% | -29.2% | -4.3% | -9.6% | u
CC(C)N(C(=O)CSc1ccc(S(=O)(=O)N2CCCCC2)cn1)C(C)C | x | 23.5% | u | -23.1% | 2.6% | 9.7% | x | x | 24.8%
NC(=O)c1cc(NC(=O)CCc2nc3ccccc3s2)cc(C(N)=O)c1 | -0.5% | 126.1%[activator] | 33.1%[0.501 µM] | -9.6% | 5.2% | -5.2% | 12.9% | -0.6% | 6.9%
COc1ccc(NC(=O)Cn2c(=O)n(-c3ccc(C)c(C)c3)c(=O)c3c(C)c(C)sc32)cc1 | -12.5% | 4.3% | -3.4%[59 µM] | -9.2% | -1.6% | 5.7% | 19.7% | 9.4% | x
COc1cc(C2SCC(=O)N2c2nnc(C34CC5CC(CC(C5)C3)C4)s2)cc(OC)c1OC (configuration not stated) | -3.9% | 73.2%[activator] | -17.7%[59 µM] | -7.5% | 0.5%[60.1 µM] | -6.1% | 14.1% | -3.3% | -10.8%
Fc1ccc(/C=N/Nc2nc(-c3cccnc3)nc3ccccc23)cc1 | 1.6% | -20.6% | x | -10.5% | -8.6% | -12.2% | -81.2% | -4.0% | 23.5%
O=C(Cc1cccc2ccccc12)NCCC1=CCCCC1 | -13.1% | 7.4% | -5.5%[59 µM] | -6.3% | 0.3% | -5.5% | 0.3% | -2.9% | -3.0%
O=C1/C(=C\c2ccc(C(F)(F)F)cc2)CSc2sccc21 | u | 19.3% | 285.3%[activator] | -17.8% | 4.8% | 29.3% | 15.1% | -6.7% | -2.2%
Cc1ccc(S(=O)(=O)N2CCC(NC(=O)c3cccc(C)c3)CC2)cc1 | 0.0% | 61.3%[activator] | u | -6.7% | -12.4% | -3.5% | 3.0% | 2.9% | 3.2%
Cc1ccc(C)n1C(CC(=O)O)c1ccc(C#N)cc1 (configuration not stated) | -4.7% | 50.1µM* | u | 22.4µM* | 79.4µM* | -13.9% | -1.7% | -1.6% | -9.6%

Brought forward from above: 5 entries, followed by the next part.
SMILES | Apoferritin bind | Pol iota inh | G9a block | POLH inh | Pol kappa inh | BAZ2B inh | Pol beta inh | BLM helicase inh | APEX1 inh
Fc1ccc(/C=N/Nc2nc(-c3cccnc3)nc3ccccc23)cc1 | 1.6% | -20.6% | x | -10.5% | -8.6% | -12.2% | -81.2% | -4.0% | 23.5%
O=C(Cc1cccc2ccccc12)NCCC1=CCCCC1 | -13.1% | 7.4% | -5.5%[59 µM] | -6.3% | 0.3% | -5.5% | 0.3% | -2.9% | -3.0%
O=C1/C(=C\c2ccc(C(F)(F)F)cc2)CSc2sccc21 | u | 19.3% | 285.3%[activator] | -17.8% | 4.8% | 29.3% | 15.1% | -6.7% | -2.2%
Cc1ccc(S(=O)(=O)N2CCC(NC(=O)c3cccc(C)c3)CC2)cc1 | 0.0% | 61.3%[activator] | u | -6.7% | -12.4% | -3.5% | 3.0% | 2.9% | 3.2%
Cc1ccc(C)n1C(CC(=O)O)c1ccc(C#N)cc1 (configuration not stated) | -4.7% | 50.1µM* | u | 22.4µM* | 79.4µM* | -13.9% | -1.7% | -1.6% | -9.6%
CCN1C(=O)C2(C(C(=O)c3cc4ccccc4o3)=C(O)C(=O)N2CCCN(C)C)c2ccccc21 (configuration not stated) | 6.3% | -8.0% | -32.9% | 0.8% | -9.7% | -14.8% | -5.5% | -4.2% | 4.8%
CCOc1cc(/C=N/NC(=O)COc2ccccc2C)ccc1OC(=O)c1cccs1 | -11.1% | 9.4% | x | -7.0% | -7.3% | -2.7% | 1.4% | -11.1% | -0.5%
CCOCCCNC(=O)c1cc(-c2cccnc2)nc2ccc(S(=O)(=O)N3CCC(C)CC3)cc12 | -5.3% | 30.7%[activator] | -0.7% | -6.0% | 11.0% | -15.9% | 0.2% | 0.2% | 73.7%[activator]
Cc1c(S(=O)(=O)NCc2ccccc2)c(=O)n(C)c(=O)n1C | -6.6% | 6.6% | 6.9% | -16.6% | 0.0% | 5.0% | 13.0% | -1.2% | -8.5%
CC1CCC(N2CCN(c3ccc([N+](=O)[O-])cc3)CC2)CC1 (configuration not stated) | u | 12.4% | x | -21.4% | -4.6% | -36.3% | 0.5% | -2.1% | -18.4%
CC(c1nnc(SCC(=O)Nc2cccnc2Cl)n1Cc1ccccc1)N(C)C (configuration not stated) | -5.7% | 9.2% | 6.5%[12.7 µM] | 0.6% | -10.0% | -17.4% | -10.7% | -6.4% | 3.5%
O=C(NCc1ccco1)c1cc([N+](=O)[O-])cc([N+](=O)[O-])c1 | -10.5% | -18.9% | -6.7%[59 µM] | -4.4% | -38.3% | -1.1% | -3.8% | 3.5% | 5.9%
CCN1C(=O)[C@H]2[C@H]3CN=C(SC)N3[C@@](CC)(C(=O)OC)[C@H]2C1=O | x | -6.1% | x | -11.2% | 13.5% | x | x | x | 29.6%
CN(C)C(CNC(=O)c1ccc2ccccc2c1)c1ccco1 (configuration not stated) | -10.0% | 168.5%[activator] | -3.4% | -7.4% | -2.8% | -23.0% | 5.3% | -6.6% | 2.4%
CN(Cc1ccc(Cl)cc1)C(=O)CNC(=O)C12CC3CC(CC(C3)C1)C2 | x | 0.4% | 11.3%[59 µM] | -9.2% | -7.8% | -1.8% | x | x | 1.8%
c1cc(CNC2C3CC4CC(C3)CC2C4)ccn1 (configuration not stated) | -18.1% | u | 2.7%[59 µM] | -16.6% | 0.4% | -21.8% | 46.4% | -6.7% | 0.9%
O=C(COC(=O)c1cccc(S(=O)(=O)NCc2ccccc2)c1)c1ccccc1 | -2.7% | 33.3%[activator] | u | -26.1% | -16.9% | 5.7% | 4.4% | -1.1% | 2.8%
COc1ccc(CCN2CNc3c(c(=O)n(C)c(=O)n3C)C2)cc1 | -8.5% | 2.8% | -30.4% | 4.1% | -24.0% | -7.1% | 6.7% | 1.7% | 0.2%
CC(=O)NCCNc1nc(-c2ccc(C(=O)N(C)C)cc2)nc2ccccc12 | x | x | 6.5%[0.501 µM] | x | 1.4%[60.1 µM] | x | x | 2.0% | -1.8%
COCCNC(=O)CN1C(=O)COc2ccc(S(=O)(=O)N3CCOCC3)cc21 | -8.8% | 28.5% | 8.7%[59 µM] | -3.6% | -13.3% | -0.7% | -0.5% | 2.2% | x
CC(=O)Nc1ccc(NC(=O)c2ccc3c(c2)CCN3S(=O)(=O)c2ccc(Cl)cc2)cc1 | -10.9% | 12.0% | -22.3%[59 µM] | -6.3% | -16.7% | -0.4% | 8.8% | -4.9% | x
COc1cccc2c(=O)n(CC(=O)N3CCCc4ccccc43)ccc12 | u | 51.6%[activator] | u | -29.9% | 3.2% | -19.5% | 2.3% | -4.2% | -1.2%
Cn1c(=O)c2c(ncn2CC(=O)NC2CCCCC2)n(C)c1=O | 0.3% | -21.2% | 68.4%[activator] | -16.4% | 1.8% | -11.4% | 11.2% | -0.1% | 40.5%
Cc1onc(-c2ccccc2)c1C(=O)NC(=S)Nc1sc2c(c1C#N)CCCC2 | -3.9% | u | 2µM* | -4.3% | -28.0% | u | -8.7% | -5.4% | 0.2%
COc1cc(C(=O)NCC(=O)N/N=C/c2ccc(-c3cccc([N+](=O)[O-])c3)o2)cc(OC)c1OC | -14.4% | 87.5%[activator] | 10µM* | -15.3% | -20.1% | -23.1% | -26.5% | 1.2% | 6.2%
COc1ccc(-c2ccc(NS(=O)(=O)c3ccc([N+](=O)[O-])cc3)cc2)nn1 | u | -18.8% | -17.4% | -2.6% | -17.0% | u | 10.7% | -0.9% | 13.7%
COc1cc(/C=N/NC(=O)CNC(=O)c2ccncc2)ccc1OC(C)=O | 8.1% | 17.1% | 15.1% | -9.4% | -1.8% | -3.0% | -1.0% | -2.0% | 13.5%
C[C@H]([C@@H](N)C(=O)N[C@@H](C(=O)O)[C@@H]1O[C@H](n2ccc(=O)[nH]c2=O)[C@@H](O)[C@H]1O)[C@@H](O)c1ccc(O)cn1 | 3.8% | 11.0% | 3.16µM* | -14.5% | -6.3% | u | -0.7% | -4.0% | 4.4%
Cc1cc(NC(=O)c2ccccc2)n(C)n1 | 7.9% | -0.9% | 14.7% | -20.2% | -1.4% | -1.5% | 27.8% | -2.2% | 20.3%
Cc1cc(Br)ccc1NC(=O)c1ccco1 | -13.1% | 82.6%[activator] | -1.4% | -17.6% | -4.3% | -2.2% | 11.6% | -7.5% | 13.1%
CCC(CC)NC(=O)c1cc(OC)c(OC)c(OC)c1 | -19.5% | 5.1% | 14.9% | -2.2% | -9.1% | 4.1% | 2.9% | 1.5% | 4.1%

Not all compounds are listed. The share of hits here may be higher or lower than overall.
